# APE1 inh: blocks human APE1 abasic DNA cleavage. actives 0.35% (n = 350,000). Potency, µM (series often up to 65.8 µM), for inactives: at the top dose activity change, negative = inhibition, actives largely listed as inhibitors. AID 2517. P27695. recombinant APE1, TAMRA/BHQ-2 abasic DNA cleavage fluorescence;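 note: potency is the fitted concentration of half-maximal effect; plate controls were vehicle for no effect and reference inhibitor for full effect; nearly all actives have a fitted effect of over 55% in size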
#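 Substrate: short duplex with […] THF abasic site, 5'-TAMRA and 3'-BHQ-2, 50 nM final. APE1 at 0.75 nM, preincubated 15 min RT with compound. Fluorescence increase from first to third read measured activity.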
# Tb PGK inh: T. brucei PGK inhibition. P07378. Potency, µM (doses to about 57.5 µM), for inactives: top-dose activity change, negative = inhibition, most hits filed as inhibitors. actives 0.043% (n = 380,000). PGK/GAPDH coupled, Kinase-Glo luminescence, 60 min. AID 602233; note: potency is the fitted concentration of half-maximal effect; % is set by controls: 0 for no effect and ±100 for the full control effect; nearly all actives have a fitted effect of over 60% in size
#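 Luminescent ATP detection (Kinase-Glo Plus) follows a 60-minute room-temperature incubation, with wells lacking PGK as controls. Buffer: 100 mM TEA (pH 7.6), 5 mM MgCl2, 0.01% Tween-20. Coupling enzyme GAPDH (100 nM final) supplies unstable 1,3-BPG in-well.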
# POLK inh: blocks human DNA polymerase kappa activity; actives 0.53% (n = 400,000); Potency, µM (series often up to 107 µM), for the others: at the top dose activity, negative = inhibition, hits mostly inhibitors; Q9UBT6; purified Pol kappa, fluorescent DNA synthesis assay, 10 min; note: potency is the fitted concentration of half-maximal effect; % is set by controls: 0 for no effect and ±100 for the full control effect
#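 Activity was followed as the change in fluorescence between reads at 0 and 10 min after starting the reaction with 50 nM substrate. Beforehand, 10 nM polymerase had been preincubated with compound for 15 min at room temperature.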
# POLI inh: DNA polymerase iota (human) inhibition | Q9UNA4 | Pol iota fluorescent replication assay, 10 min | Potency, µM (highest dose often 115 µM), for the others: top-dose activity, negative = inhibition, hits mostly inhibitors | actives 1% (n = 390,000); note: potency is the fitted concentration of half-maximal effect
#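 Pol iota at 10 nM preincubated 15 min with compounds at room temperature; reaction started with fluorescent substrate, 50 nM final. Fluorescence read kinetically at 0 and 10 min; buffer-only wells as negative control.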
# POLH inh: DNA polymerase eta (human) inhibition. Q9Y253. recombinant Pol eta, fluorescent DNA replication assay. Potency, µM (highest dose often 114 µM), for inactives: at the highest dose activity change, negative = inhibition, usual class: inhibitors. actives 1.2% (n = 390,000). AID 588591; note: potency is the fitted concentration of half-maximal effect; % is set by controls: 0 for no effect and ±100 for the full control effect
#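 Pol eta (10 nM) was preincubated with compounds for 15 min at room temperature, after which fluorescent replication substrate (50 nM final) was added to start the reaction. Fluorescence was read kinetically at 0 and 10 min.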
# Apoferritin bind: binds horse apoferritin like a general anesthetic | P02791 | apoferritin/1-aminoanthracene competitive binding, fluorescence | Potency, µM (highest dose often 77.5 µM), for the others: at the highest dose activity change, negative = displacement, most hits filed as inhibitors | actives 0.074% (n = 350,000); note: potency is the fitted concentration of half-maximal effect; % is set by controls: 0 for no effect and ±100 for the full control effect; nearly all actives have a fitted effect of over 20% in size
# Target sequence (P02791 2-175 limits assumed): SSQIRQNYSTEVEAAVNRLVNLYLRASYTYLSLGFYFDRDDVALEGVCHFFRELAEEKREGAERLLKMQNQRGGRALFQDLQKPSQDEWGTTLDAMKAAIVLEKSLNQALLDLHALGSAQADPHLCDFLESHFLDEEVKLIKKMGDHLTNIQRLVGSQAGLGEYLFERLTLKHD
#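 10 uM apoferritin + 50% sat. 1-AMA, PBS; cpd 10 min RT; Ex380/Em535 endpoint; normalized to free probe vs complex; 4-param Hill fit; propofol titration as pos. ctrl.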
# POLB inh: blocks human DNA polymerase beta activity; Potency, µM (top dose mostly 114 µM), without a hit: top-dose activity change, negative = inhibition, actives largely listed as inhibitors; P06746; Pol beta primer extension/strand displacement, fluorescence kinetic; actives 1.3% (n = 340,000); AID 485314; note: potency is the fitted concentration of half-maximal effect; % is set by controls: 0 for no effect and ±100 for the full control effect
#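 10 nM enzyme + cpd, 15 min RT; start with substrate 50 nM final; read 0 min and after 10 min RT. Corrected, normalized data; 4-parameter Hill curve fit.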
# BLM helicase inh: Bloom syndrome helicase (human) inhibition | P54132 | recombinant BLM DNA unwinding, fluorescence dequenching | Potency, µM (doses to about 56.1 µM), for the others: top-dose activity change, negative = inhibition, usual class: inhibitors | actives 0.2% (n = 350,000) | AID 2528;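 note: potency is the fitted concentration of half-maximal effect; plate controls were vehicle for no effect and no enzyme for full effect; nearly all actives have a fitted effect of over 35% in size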
# RXFP1 antagonist: RXFP1 (human) relaxin receptor antagonism | Q9HBX9 | HEK293-RXFP1, relaxin-stimulated cAMP HTRF, 30 min; stronger effect = lower value | activity change, negative = inhibition, % at 57.5 µM | actives 0.59% (n = 350,000);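 active = activity change of -60% or lower, but not beyond a set lower limit; inconclusive = change between -60% and -40%, or beyond the set limit; inactive = change above -40%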; note: % is set by controls: 0 for no effect and ±100 for the full control effect
# Target sequence (Q9HBX9 whole entry, looked up): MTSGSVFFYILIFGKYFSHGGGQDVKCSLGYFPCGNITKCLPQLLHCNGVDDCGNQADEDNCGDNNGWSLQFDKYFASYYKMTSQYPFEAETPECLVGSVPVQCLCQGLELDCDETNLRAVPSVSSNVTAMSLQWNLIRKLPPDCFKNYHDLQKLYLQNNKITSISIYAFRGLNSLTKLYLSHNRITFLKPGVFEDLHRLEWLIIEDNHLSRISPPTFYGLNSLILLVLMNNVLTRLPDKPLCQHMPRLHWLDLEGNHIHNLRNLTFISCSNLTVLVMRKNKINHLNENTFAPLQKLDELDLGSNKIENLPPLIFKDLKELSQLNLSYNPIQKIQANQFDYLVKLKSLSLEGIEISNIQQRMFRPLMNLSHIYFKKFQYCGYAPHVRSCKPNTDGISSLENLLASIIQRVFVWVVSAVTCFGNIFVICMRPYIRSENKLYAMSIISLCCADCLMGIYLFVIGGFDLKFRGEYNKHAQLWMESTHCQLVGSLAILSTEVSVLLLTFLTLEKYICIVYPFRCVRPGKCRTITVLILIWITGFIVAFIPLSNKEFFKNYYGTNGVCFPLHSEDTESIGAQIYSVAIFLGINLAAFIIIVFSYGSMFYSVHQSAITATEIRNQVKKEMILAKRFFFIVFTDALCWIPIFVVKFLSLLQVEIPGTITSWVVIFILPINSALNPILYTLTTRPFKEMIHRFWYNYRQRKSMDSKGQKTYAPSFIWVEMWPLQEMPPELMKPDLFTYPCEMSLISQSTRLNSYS
# * = called active by the depositor; i = inactive; ? = inconclusive; · = not tested or not shown; & = joins results of further samples; [ ] = another dose, or the depositor's remark. Unless noted, calls come from the whole dose curve; as a rule, active = well fitted curve in the direction sought with a large enough effect; inconclusive = small, poorly fitted or top-dose-only effect, or another doubt; inactive = no such curve, though single readings can be large; an effect the other way counts as inactive or inconclusive.
SMILES,APE1 inh,Tb PGK inh,POLK inh,POLI inh,POLH inh,Apoferritin bind,POLB inh,BLM helicase inh,RXFP1 antagonist
CC(=O)c1ccc(Oc2ncnc3sccc23)c(CN2CCOCC2)c1,6%,-5%,-12%,10%,-6%,-4%,-8%,-1%,9
O=C(C1CC1)N(CCN(Cc1ccccc1)C(=O)C1CC1)Cc1ccccc1,-1%,4%,-5%,?,-4%,2%,22%,1%,-4
COc1ccc(S(N)(=O)=O)cc1C(=O)NCC(C)(C)N1CCCCC1,-5%,6%,1%,67%[activator],-5%,2%,4%,-1%,9
CC(=O)c1ccc(N2CCN(CC3CCCCC3)CC2)cc1,24%,-1%,-3%,164%[activator],-17%,-2%,16%,-1%,0
Fc1ccc(F)c(CN2CCN(c3ncccn3)CC2)c1,1%,-3%,-34%,0%,-1%,4%,-5%,0%,18
COc1ccc2[nH]c3c(c2c1)CCN1C(=O)N([C@@H](C)C(=O)NCc2ccccc2)C(=O)[C@]31C,9%,7%,-13%,21%,-18%,-17%,32%,-2%,·
C[C@H](CO)N1C[C@H](C)[C@@H](CN(C)S(C)(=O)=O)Oc2ccc(NC(=O)C3CCCCC3)cc2C1=O,-3%,7%,-13%,9%,-10%,·,·,·,·
Cc1ccc(SCCN2CCN(Cc3ccccc3)CC2)cc1,4%,-3%,-3%,0%,-8%,-9%,15%,4%,2
CCn1cc(C(=O)NCCC(=O)NC(C)C)c(=O)c2cc3c(cc21)OCO3,18%,1%,-12%,30%,-4%,-3%,0%,-1%,-1
Cc1ccc(C)c(S(=O)(=O)N2CCN(CC(=O)Nc3ccc4c(c3)CCC4)CC2)c1,?,-3%,-16%,4%,-22%,35%[activator],10%,-7%,-5
O=C(OC1CCN(c2ncc(C(F)(F)F)cc2Cl)CC1)c1cccc(C(F)(F)F)c1,14%,-5%,-22%,9%,-7%,-16%,41%,-4%,6
CCC1CCCCN1C(=O)CSc1nnc(-c2ccc(OC)cc2)o1 (stereo not drawn),-8%,5%,0%,-3%,-14%,-13%,-3%,0%,-3
Cc1cc(OC(C)C(=O)N2CCN(c3ccccc3)CC2)c2c(C)c(C)c(=O)oc2c1 (stereo not drawn),-5%,9%,-10%,9%,1%,-5%,26%,-1%,11
CCOC(=O)C1=C(CSc2nc3ccccc3s2)NC(=O)NC1c1ccc(OC)cc1 (stereo not drawn),-8%,9%,-8%,-9%,-15%,?,?,-5%,-5
O=C(COC(=O)CNC(=O)c1ccccc1)NC1CCCCC1,62%[activator],i,-1%,47%[activator],-18%,·,·,·,-12
Fc1ccccc1NC(=S)N1CCN(c2ccccn2)CC1,2%,-10%,-11%,41%,-29%,-5%,25%,3%,-7
Nc1ccc(NC(=O)Nc2ccc(N)cc2)cc1,2%,-1%,0%,?,-8%,-8%,22%,-4%,-13
C=CCOc1ccc(-c2nc3c(c(=O)[nH]c(=O)n3CCCC)n2C)cc1OC,17%,7%,-7%,37%[activator],4%,-4%,39%[activator],-12%,-21
COc1cccc(/C=C(/C(=O)OCC(=O)NC2CCCCCCC2)c2ccccc2)c1,-3%,-1%,-17%,-8%,-18%,?,26%,-8%,-4
CC(Oc1ccc(Cl)cc1Cl)C(=O)NN=C1CCN(C)CC1 (stereo not drawn),1%,4%,5%,10%,-23%,6%,2%,-4%,-7

# Taken from the listing, 2 compounds:
SMILES,APE1 inh,Tb PGK inh,POLK inh,POLI inh,POLH inh,Apoferritin bind,POLB inh,BLM helicase inh,RXFP1 antagonist
C=CCOc1ccc(-c2nc3c(c(=O)[nH]c(=O)n3CCCC)n2C)cc1OC,17%,7%,-7%,37%[activator],4%,-4%,39%[activator],-12%,-21
COc1cccc(/C=C(/C(=O)OCC(=O)NC2CCCCCCC2)c2ccccc2)c1,-3%,-1%,-17%,-8%,-18%,?,26%,-8%,-4

# Next compounds.
SMILES,APE1 inh,Tb PGK inh,POLK inh,POLI inh,POLH inh,Apoferritin bind,POLB inh,BLM helicase inh,RXFP1 antagonist
CCCCCCC(=O)Nc1ccc(C(=O)N2CCCC2)cc1,2%,-2%,5%,0%[58.9 µM],2%,-14%,11%,-5%,20
Cc1ccccc1NC(=O)CCC(=O)N/N=C/c1c[nH]c2ccccc12,13%,i,2%,58%[activator],-17%,?,-15%,-3%,-10
Cc1ccc(C(=O)N/C(=C/c2ccco2)C(=O)NC2CCS(=O)(=O)C2)cc1 (stereo not drawn),-4%,6%,-4%,26%,-5%,-7%,0%,-8%,-5
COc1ccccc1CN1CCC(n2nccc2NC(=O)CCCc2ccccc2)CC1,-6%,0%,-7%,22%,-11%,-16%,-16%,3%,-1
Cc1ccc(C(=O)NCCc2c[nH]c3ccccc23)s1,24%,2%,-13%,62%[activator],-1%,-17%,20%,-5%,0
Clc1ccc(-c2nc3c4cnn(-c5ccccc5Br)c4ncn3n2)c(Cl)c1,·,·,0%,23%,·,2%,-12%,2%,6
CC(C)COc1ccc(C(=O)OCCN2CCCCC2)cc1,1%,2%,-5%,-19%,-2%,-9%,3%,0%,-16
Cc1cc(Br)cc(C)c1NC(=S)NC(=O)CC(C)C,3%,8%,-16%,5%,-8%,-14%,11%,-11%,-11
Cc1ccc(S(=O)(=O)N(C)CC(=O)N2CCN(c3ccccn3)CC2)cc1,-4%,-6%,-6%,8%,9%,-6%,8%,-1%,-9
CC(C)NC(=O)c1ccc(OC2CSC2)cc1,-2%,-5%,-11%,20%,1%,-7%,9%,-2%,2
Cc1nc2ccc(C(=O)O)cc2[nH]1,6%,-3%,-13%,?,?,-11%,9%,-6%,9
COc1ccc(CN(C)CCc2ccccn2)c(OC)c1OC,-6%,-12%,0%,14%,5%,-3%,-10%,-6%,-12
O=C(Nc1nnc(-c2ccccc2)o1)C1CCCCC1,-9%,-2%,1%,3%,-9%,-1%,17%,4%,·
CCN1C(=O)CC(N2CCN(c3ccc(C(=O)c4ccncc4)cc3)CC2)C1=O (stereo not drawn),1%,-3%,-5%,26%,-10%,-17%,-13%,1%,19
NNC(=O)CCc1c[nH]c2ccccc12,1%,-9%,-3%,20%,-14%,-14%,-1%,-1%,-3
O=c1oc2ccc(Cl)cc2cc1-c1ccccc1,4%,4%,-10%,15%,-2%,2%,-1%,-5%,-2
CCC1Oc2ccc(C)cc2N(CC(=O)NCC2COc3ccccc3O2)C1=O (stereo not drawn),-5%,-4%,-4%,8%,-3%,?,15%,-2%,·
N#Cc1nc(N2CCOCC2)nc(N2CCOCC2)n1,?,-4%,-9%&-11%,17%&0%,-10%,-8%,26%,4%,-3
COc1ccc2oc(=O)cc(C)c2c1,13%,-11%,-5%,28%,-8%,-5%,11%,1%,·
COc1ccccc1CNC(=O)CN(C)S(=O)(=O)c1ccc(Br)s1,18%,-2%,-7%,0%,-11%,7%,8%,-4%,1

# Brought forward from above: three compounds; new compounds follow.
SMILES,APE1 inh,Tb PGK inh,POLK inh,POLI inh,POLH inh,Apoferritin bind,POLB inh,BLM helicase inh,RXFP1 antagonist
N#Cc1nc(N2CCOCC2)nc(N2CCOCC2)n1,?,-4%,-9%&-11%,17%&0%,-10%,-8%,26%,4%,-3
COc1ccc2oc(=O)cc(C)c2c1,13%,-11%,-5%,28%,-8%,-5%,11%,1%,·
COc1ccccc1CNC(=O)CN(C)S(=O)(=O)c1ccc(Br)s1,18%,-2%,-7%,0%,-11%,7%,8%,-4%,1
COc1ccccc1-n1c(SCC(=O)N2CCOCC2)nc(O)cc1=O,53%[activator],i,-1%,-8%,-19%,2%,?,-2%,-5
COc1c(O)cc2c(-c3ccccc3)cc(=O)oc2c1OC,-2%,·,-1%[60.1 µM],·,·,3%,·,-2%,·
O=C(c1ccc(C(=O)N2CCCCCC2)cc1)N1CCCCCC1,-3%,6%,0%,6%,-5%,-5%,39%,3%,-17
O=C(O)C1C2C=CC3(CN(c4cccc(C(F)(F)F)c4)C(=O)C13)O2 (stereo not drawn),1%,-6%,4%,10%,8%,12%,1%,0%,10
C=CCN1C(=O)/C(=C/c2ccccc2)S/C1=N/c1nccs1,0%,9%,-2%,5%,-4%,-4%,6%,1%,·
COc1ccc(/C=N/NC(=O)c2nn(-c3ccccc3)c(=O)c3c(N)scc23)cc1,?,-6%,35µM*,13µM*,-12%,?,?,-10%,3
Cc1cccc(C)c1NC(=S)N1CCCN(Cc2ccc(F)cc2)C1,12%,0%,0%,25%,-14%,-7%,32%,-4%,15
CCc1ccccc1OCC(=O)Nc1cccc(S(=O)(=O)NC2=NCCC2)c1,9%,-2%,0%,20%,-26%,·,·,·,-9
CN1OC[C@@H]2CN(C(=O)CCc3ccccc3)[C@H](c3cccc(Oc4ccccc4)c3)C[C@@H]21,·,-9%,8%,2%,-15%,·,·,·,·
COc1cccc(N/N=C(\C#N)S(=O)(=O)C(C)(C)C)c1,-8%,-2%,-4%,16%,-6%,-24%,11%,-3%,2
COc1ccccc1N1CC(C(=O)Nc2ccc(N3CCOCC3)cc2)CC1=O (stereo not drawn),4%,i,0%,-2%,-7%,·,·,·,-3
CN(C(=O)Cn1nnc2ccccc2c1=O)C1CCCCC1,10%[12.4 µM],-4%,-5%,-11%,-7%,5%,2%,2%,-32
COCCn1c(SCC(=O)NC2CCCC2)nnc1-c1ccco1,35%[activator],i,-1%,36%[activator],-16%,-4%,19%,0%,-26
COc1ccc(CNC(=O)CCCc2ccccc2)cc1,3%,-9%,-5%,10%,-6%,-7%,-14%,1%,5
Cc1ccc(C)c(CNC(=O)CN2C(=O)CSc3ccc(S(=O)(=O)N(C)C)cc32)c1,·,i,-13%,-12%,0%,0%,-17%,-4%,·
CC1(C)Cc2c(sc3c2c(=N)n(Cc2ccco2)c(=O)n3CC(=O)Nc2cccc(Cl)c2)CO1,-2%,0%,-22%,?,-12%,-22%,6%,-8%,-13
CCn1ccc(C(=O)NCCCN2CCCC2=O)n1,26%,i,-7%,7%,-5%,-11%,22%,-2%,6
O=C(COc1ccc(F)cc1F)Nc1cccnc1,7%,0%,5%,0%,-12%,-4%,11%,2%,6
CCCCn1nc2cc(C(=O)NCc3ccco3)ccc2c1OCC,4%,5%,-23%,?,-15%,-2%,-10%,0%,·

# These rows are one share of the data (hit frequency here may not be typical).
